FECH block – blocks human mitochondrial ferrochelatase activity; P22830; purified FECH, Ni-mesoporphyrin absorbance 550 nm; calls only at 10 µM (by protocol); actives 3.3% (n = 20,000);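 active = enzyme reaction rate more than 3 SD below the solvent-only control wells on the same plate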;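 also: lower slope than DMSO wells means FECH inhibition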
Target sequence (P22830 whole entry, looked up): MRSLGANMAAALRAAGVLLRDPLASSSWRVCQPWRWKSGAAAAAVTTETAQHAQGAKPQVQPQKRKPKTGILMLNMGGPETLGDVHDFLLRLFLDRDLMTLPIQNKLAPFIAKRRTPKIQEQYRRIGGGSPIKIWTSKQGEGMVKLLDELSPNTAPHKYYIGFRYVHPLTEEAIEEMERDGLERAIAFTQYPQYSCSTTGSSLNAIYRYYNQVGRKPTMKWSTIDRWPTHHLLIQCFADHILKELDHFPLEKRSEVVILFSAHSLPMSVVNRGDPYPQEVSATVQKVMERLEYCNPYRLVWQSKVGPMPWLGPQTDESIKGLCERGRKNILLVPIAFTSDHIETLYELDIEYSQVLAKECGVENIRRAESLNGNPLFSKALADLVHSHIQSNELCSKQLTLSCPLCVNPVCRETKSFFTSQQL
Calls only; i = inactive; + = active, no number. Some of the compounds tested; the hit share may differ from the screen's.

SMILES	FECH block
CC(NC(=O)c1cccc(Cn2cccn2)c1)c1nnc2n1CCNCC2 (stereo unspecified)	i
Cc1c(NC(=O)C(C)N2CCC(C)CC2)cccc1C(=O)NC(C)(C)C (stereo unspecified)	i
CN(Cc1n[nH]c2c1CCC2)C(=O)c1cnn2ccn(C)c12	i
COCCNC(=O)C1(C)Cn2c(cc3ccsc32)C(=O)N1Cc1ccc(Cl)cc1 (stereo unspecified)	i
O=C(CCC(=O)N1CCN[C@H]2CS(=O)(=O)C[C@H]21)NC1CCCC1	i
Cc1cccc(N(Cc2nc3nc(C)cc(C)n3n2)C(=O)c2ccccc2)c1	i
CCCCN1C(=O)CN(Cc2cccc(C)c2)S(=O)(=O)c2ccccc21	i
COc1cc(C(=O)NC2(Cc3ccc(C)cc3)CC2)ccc1O	i
O=C(CCC(=O)N1CCc2cc(S(=O)(=O)Nc3cccc(Cl)c3)ccc21)N1CCCCCC1	i
O=C1CN(CC2(O)CCCN(CCc3ccccc3)C2=O)CCN1c1ccccc1 (stereo unspecified)	i
CN1CCCNC(=O)C12CCN(C(=O)C(=O)Nc1cccc(F)c1)CC2	i
CCC(CC)C(=O)Nc1ccc(Nc2nc(C)cc(Nc3ccccc3)n2)cc1	i
Cc1ccc(-c2nnc(-c3nc(NCCCc4ccccc4)c4ccccc4n3)o2)cc1	i
O=C(NCCCO)C(=O)NCc1n[nH]c(=O)c2ccccc12	i
Cc1ccc(-c2nnc(-c3nc(NCc4ccc(F)cc4)c4ccccc4n3)o2)cc1	i
Cc1ccc(F)c(C(=O)N2CCC(Cc3cccc(C(N)=O)c3)C2)c1Cl (stereo unspecified)	i
O=C(CN1CCCCCC1)NCCn1nnc2ccccc21	i
COc1ccc(C)cc1NC(=O)C1CC(=O)NC(Nc2ccc(F)cc2)=N1 (stereo unspecified)	i
Cc1cc(Sc2ccccc2NC(=O)c2ccc(Cl)cc2)n2nc(-c3ccccc3)nc2n1	i
CSc1nc(Nc2cccc(F)c2)c(C#N)c(-c2ccc(Cl)cc2)n1	i
Cc1ccc(-c2noc(C3CCN(C(=O)CNC(=O)Cc4ccccc4)CC3)n2)cc1	i
COc1ccc(Cl)cc1C(=O)Nc1ccc(Nc2nc(C)cc(Nc3ccc(C)cc3)n2)cc1	i
CC(C)Oc1ccc(OCCN[C@H]2CCCCNC2=O)cc1	i
CN1CCC=C(CNC(=O)C2(c3ccc(Cl)cc3)CCCC2)C1	i
Cc1ccsc1[C@@H]1CCN(Cc2ccncc2F)C[C@H]1O	i
CCC(=O)Nc1ccccc1-c1nnc(SCC(=O)Nc2cccc(C)c2)[nH]c1=O	i
CCOc1cc(C(=O)Nc2ccc(Cl)c(N3CCCS3(=O)=O)c2)cc(OCC)c1OCC	i
CCCc1c(C)nc2ncnn2c1Sc1ccc(NC(=O)c2ccccc2Cl)cc1	+
Cc1cc(C)c(-c2c(-c3ccccc3)ncn2CC2(O)CCN(C)CC2)c(C)c1	i
CC(=O)NCCn1ccnc1-c1c(C)n(C)n(-c2ccccc2)c1=O	i
COc1cccc(CN2CC(=O)N(Cc3cccc(C(F)(F)F)c3)c3ccccc3S2(=O)=O)c1	i
Cc1cccc2[nH]c(CCN(C)C(=O)c3ccoc3)nc12	i
O=C1CC(=O)Nc2cc(S(=O)(=O)N3CCC(c4ccccc4)C3)ccc2N1 (stereo unspecified)	i
COc1ccc(-c2cc3n(n2)CCC(=O)N3Cc2ccc(C(=O)NCCCN3CCCC3)cc2)cc1	i
CCCC(=O)Nc1cc(C)nn1-c1ncnc2c1cnn2-c1ccc(F)cc1	i
CCc1cc(-c2ccn[nH]2)ccc1NC(C)=O	i
N[C@H]1CN[C@H](C(=O)N2CCN(C3CCCCC3)C(=O)C2)C1	i
CSCc1nc(CNC(=O)c2ccc3[nH]c(=O)[nH]c3c2)cs1	i
CC(=O)NCCc1cn(Cc2nc(-c3ccco3)oc2C)cn1	i
CCOc1cc(CNC(=O)CC2CCN(S(=O)(=O)c3ccccc3)CC2)ccc1OC	i
Cc1ccc(S(=O)(=O)N2CCC(CC(=O)N3CCN(c4ccccc4)CC3)CC2)cc1	i
CC1CCCN(c2nc(Nc3ccccc3)c3cnn(-c4ccccc4)c3n2)C1 (stereo unspecified)	i
COc1ccccc1NC(=O)NCCc1nc2cccnc2n1C1CCCCC1	i
Cc1ccc(OCc2cc(=O)n3oc(C)cc3n2)c(NC(=O)c2ccc(Br)cc2)c1	i
O=c1c2c3c(sc2ncn1CCSc1cn[nH]n1)CNCC3	i

Printed as active in FECH block (from the list above):
SMILES	FECH block
CCCc1c(C)nc2ncnn2c1Sc1ccc(NC(=O)c2ccccc2Cl)cc1	+

Part of the list above in order of heavy-atom count, high to low:
SMILES	FECH block
COc1ccc(-c2cc3n(n2)CCC(=O)N3Cc2ccc(C(=O)NCCCN3CCCC3)cc2)cc1	i
Cc1ccc(OCc2cc(=O)n3oc(C)cc3n2)c(NC(=O)c2ccc(Br)cc2)c1	i
CSCc1nc(CNC(=O)c2ccc3[nH]c(=O)[nH]c3c2)cs1	i

Later entries.
SMILES	FECH block
COc1ccc(Cl)cc1S(=O)(=O)NCc1nc2cccnc2n1C	i
CCCCN(C)C(=O)c1nc2ccccn2c1CN1CC(O)C1	i
CCc1cn[nH]c1C1CCN(C(=O)c2cccc3c2NCCC3)CC1	i
COc1ccc(S(=O)(=O)Nc2cnc(N(CC(C)C)CC(C)C)c(C(=O)O)c2)cc1Cl	i
COc1ccc(CCC(=O)NC2CC(=O)N(c3ccc(OC)cc3)C2)cc1 (stereo unspecified)	i
CCc1cccc(NC(=O)C2CCN(c3ccc(-c4cccs4)nn3)CC2)c1	i
CCCSCCCNc1nc(-c2nnc(-c3cccc(C)c3)o2)nc2ccccc12	i
Cn1c(=O)c2c(-c3ccccc3F)c(NCc3ccccc3)oc2n(C)c1=O	i
CC(C)C(=O)Nc1cccnc1-c1cc(Cl)c2c(c1)CC(CN)O2 (stereo unspecified)	i
CCc1ccc(-n2c(CN3CCN(S(C)(=O)=O)CC3)nc3cccnc32)cc1	i
CCCn1ncc(C(=O)NCCc2nc(C)c3c(n2)CCCC3)c1C	i
CCCCN(Cc1ccc(F)cc1)C(=O)C1(N)CC1	i
CCCN(CCC)c1nc(Nc2cccc(F)c2)c2cnn(-c3ccccc3)c2n1	i
COC(=O)C1CCCN1C(=O)c1cc(CC(C)C)no1 (stereo unspecified)	i
CCCc1c(C)nc2ncnn2c1Sc1ccc(NC(=O)c2ccc3c(c2)OCO3)cc1	i
COc1c(C)cnc(Cn2c(=O)c3cnc(-c4ccc(C)cc4)nc3n(C)c2=O)c1C	i
CCCNc1nc(Nc2ccc(OC)cc2)c2cnn(-c3ccccc3)c2n1	+
NC(=O)c1ccnc(N2CC[C@@H](N3CCOCC3)[C@H](O)C2)c1	i
Cc1ccc(CN2CCC(CNC(=O)C3CCCN(c4ncnc5c4nc4n5CCCCC4)C3)CC2)cc1 (stereo unspecified)	i
Cc1noc(-c2ccc(S(=O)(=O)Nc3ccc(S(N)(=O)=O)cc3)s2)c1C	i
Oc1cccc(-c2cn(C(Cn3ccnc3)c3ccccc3)nn2)c1 (stereo unspecified)	i
COc1ccccc1NC(=O)N1CCC(n2c(C)nc3cccnc32)CC1	i
O=C(c1ccc(CN2C(=O)CCn3nccc32)cc1)N1CCN(c2cccc(Cl)c2)CC1	i
Cc1cc(C(F)(F)F)nc(CCNc2ncnc3c2CCNC3)n1	i
Clc1ccc(Nc2nc(NCCc3ccccc3)nc3c2cnn3-c2ccccc2)cc1	i
CCC1=C(c2ccc(OC)cc2)S(=O)(=O)N(CC(=O)NCCC(C)C)C1=O	i
CN(CCNC(=O)Cn1c(=O)c2cnc(-c3ccccc3)nc2n(C)c1=O)Cc1ccccc1	i
Cn1nc2c(c1C(=O)NCc1n[nH]c3c1CCC3)CCCC2	i
COc1ccc(CN2CCCN(CC(=O)Nc3ccc4c(c3)OCCO4)S2(=O)=O)cc1	i
CC(C)CC(=O)Nc1nc2n(n1)C(c1c(F)cccc1Cl)C=C(c1ccccc1)N2 (stereo unspecified)	+
Cc1cc(C)n2nc(CN(C(=O)COc3ccccc3)c3cccc(Cl)c3)nc2n1	i
O=c1ccc(-c2ccc(Cl)c(S(=O)(=O)NC3CCCC3)c2)n[nH]1	i
COc1ccccc1NC(=O)Nc1nc(CC(=O)Nc2cccc(Cl)c2C)cs1	i
Clc1ccc(CN2CCN(Cc3cnc(N4CCCC4)nc3)CC2)cc1	i
CCn1c(=O)n(Cc2ccc(F)cc2)c(=O)c2cnc(-c3ccc(Cl)cc3)nc21	i
Cc1cc(C)n2nc(CN(C(=O)c3ccc(F)cc3)c3ccccc3)nc2n1	i
COCCNC(=O)CSCc1nc(-c2ccc(C)cc2)no1	i
CCCc1c(C)nc2ncnn2c1Sc1ccc(NC(=O)Nc2cccc(Cl)c2)cc1	i
Cc1ccc(N2CC(NC(=O)Cc3cccc(C)c3)CC2=O)cc1 (stereo unspecified)	i
CC(=O)N1CCCCC1C1=CCCN(CCOc2ccc(F)cc2)C1 (stereo unspecified)	i
CN(CC1CCCN1C)c1nccc(C2CCCC2)n1 (stereo unspecified)	i
CS(=O)(=O)NCC(=O)NC1CC(=O)N(Cc2cccc3ccccc23)C1 (stereo unspecified)	i
CCOCC(=O)Nc1cc(C)nn1-c1ncnc2c1cnn2-c1ccc(F)cc1	i
CC(=O)Nc1ccc(Cl)c(C(=O)NC(C)C(=O)Nc2ccc(F)cc2C)c1 (stereo unspecified)	i
COC(=O)CC1C(=O)NCCN1C(=O)c1cc2cc(C)ccc2nc1C (stereo unspecified)	i
COC(=O)Cc1cc(C2CCN(C(=O)c3cccnc3SC)CC2)n[nH]1	i
Cc1ccc(-n2ncc3c(-n4nc(C)cc4NC(=O)C(C)Oc4ccccc4)ncnc32)c(C)c1 (stereo unspecified)	i
O=C(CN1c2ccc(Br)cc2-c2ccccc2S1(=O)=O)N1CCc2ccccc2C1	i
CCN(C(=O)C1CCCN(c2ncnc3c2nc2n3CCCCC2)C1)c1cccc(C)c1 (stereo unspecified)	i
Cc1cc(N(C)C)nc(Nc2ccc(NC(=O)C(C)(C)C)cc2)n1	i
O=C1CCS(=O)(=O)N1c1ccc(S(=O)(=O)NCc2cccnc2)cc1	i
CCOc1ccc(N2CC(NC(=O)CCc3ccccc3)CC2=O)cc1 (stereo unspecified)	i
Cc1ccc(N2CC(NC(=O)Cc3cccs3)CC2=O)cc1C (stereo unspecified)	i
COc1ccc(Nc2cc(C)nc(N3CCN(S(=O)(=O)c4cc(OC)ccc4OC)CC3)n2)cc1	i
CC1CCC(NC(=O)C2(C)Cn3c(cc4occc43)C(=O)N2Cc2ccccc2)CC1 (stereo unspecified)	i
CCNc1nc(Nc2ccc(Cl)cc2)c2cnn(-c3ccccc3)c2n1	i
Cc1ccccc1-c1noc(-c2cn(CC3CCCO3)nn2)n1 (stereo unspecified)	i
Cc1cccc(NC(=O)c2ccc(=O)n(Cc3ccc(F)cc3)c2)c1C	i
COc1ccccc1NC(=O)N1CCC(n2cnc3cccnc32)CC1	i
Cc1nc2nc(C)c(NC(=O)Nc3cccc(F)c3)c(=O)n2[nH]1	i

In the list so far, 4 have a furan ring, fused or not:
SMILES	FECH block
Cc1cccc2[nH]c(CCN(C)C(=O)c3ccoc3)nc12	i
CC(=O)NCCc1cn(Cc2nc(-c3ccco3)oc2C)cn1	i
Cn1c(=O)c2c(-c3ccccc3F)c(NCc3ccccc3)oc2n(C)c1=O	i
CC1CCC(NC(=O)C2(C)Cn3c(cc4occc43)C(=O)N2Cc2ccccc2)CC1 (stereo unspecified)	i

Following part.
SMILES	FECH block
Cc1cccc(-c2nnc(-c3nc(NCc4ccccc4C)c4ccccc4n3)o2)c1	i
O=C(Cn1ncnn1)N1CCC(N2CCCC(C(=O)N3CCCC3)C2)CC1 (stereo unspecified)	i
Cc1cccc(-c2c(-c3ccccc3)ncn2CCCn2ccnc2)c1	i
CCO[C@H]1COC[C@@H]1NC(=O)CCc1scnc1C	i
CCN(CC)C(=O)Cn1c(=O)n(Cc2ccc(C(=O)NC(C)C)cc2)c(=O)c2cc(OC)c(OC)cc21	i
CCOC(=O)N1CCC(NCc2nc(CC)cs2)CC1	i
Cc1cc(NC(=O)Nc2c(C)nc3nc[nH]n3c2=O)ccc1Br	i
Cc1ccccc1Cn1cc(C(=O)Nc2ccccc2)ccc1=O	i
O=C(CCCc1cn[nH]c1)NC1CC(=O)N(Cc2ccc(F)cc2)C1 (stereo unspecified)	i
CSCC[C@@H](CO)n1ccnc1-c1cc2c(cc1C)OCO2	i
Cc1cnccc1CN(C)C(=O)c1ccc2cccnc2n1	i
Cc1cccc2[nH]c(C3CCCN(Cc4cc5n(n4)CCCNC5)C3)nc12 (stereo unspecified)	i
COc1cccc(C(=O)NC2CC(=O)N(c3ccc(F)cc3)C2)c1 (stereo unspecified)	i
COC(=O)c1[nH]nc2c1C(C1=Cc3cc(Cl)ccc3OC1)CC(=O)N2 (stereo unspecified)	i
Cn1c(=O)oc2cc(NS(=O)(=O)NCc3ccccc3)ccc21	i

By substructure, the entries above containing two or more sulfur atoms.
SMILES	FECH block
CSCc1nc(CNC(=O)c2ccc3[nH]c(=O)[nH]c3c2)cs1	i
O=c1c2c3c(sc2ncn1CCSc1cn[nH]n1)CNCC3	i
Cc1noc(-c2ccc(S(=O)(=O)Nc3ccc(S(N)(=O)=O)cc3)s2)c1C	i
O=C1CCS(=O)(=O)N1c1ccc(S(=O)(=O)NCc2cccnc2)cc1	i

The results go on.
SMILES	FECH block
COc1ccc(OC)c(S(=O)(=O)N2CCN(c3nc(C)cc(N(C)C)n3)CC2)c1	i
Cc1ccsc1-c1nc(COc2ccc(S(C)(=O)=O)cc2)c(C)o1	i
Cc1ccc(CN(C)C(=O)c2c[nH]c3ccccc23)o1	i
O=C(CN1CCN(Cc2ccccc2Cl)S1(=O)=O)Nc1ccccc1	i
C=CCn1c(=O)c2cnc(-c3ccc(Cl)cc3)nc2n(CC)c1=O	i
CN(C)S(=O)(=O)c1ccc2c(c1)N(CC(=O)NCCc1cnc[nH]1)C(=O)C1CCCCN21 (stereo unspecified)	i
COc1ccccc1N(Cc1nc2nc(C)cc(C)n2n1)C(=O)c1ccc(C)cc1	i
Cc1nc(C(C)C)nc(C)c1OCc1nc(-c2cccs2)no1	i
